# Screening data deposited in PubChem BioAssay by several laboratories.
# Kir21 inh = inhibitors of mouse Kir2.1 inward-rectifier potassium channel. 0.85% of 310,000 active. Inward rectifier potassium channel 2 (Mus musculus), P35561. HEK293-Kir2.1, FluxOR thallium flux fluorescence; active compounds read low. B-score at 10 µM;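 active = fluorescence ratio B-score at or below minus 3 SD of library scores, with starting-brightness B-score within 2 SD, cut at about -4.2 in these data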;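 note: channel flux triggered by added potassium and thallium sulfate stimulus; B-score of peak minus minimum fluorescence over baseline after thallium stimulus; more negative B-score means stronger Kir2.1 block with less thallium influx; some compounds called inactive have numbers as strong as hits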
# Target sequence (P35561 whole entry, looked up): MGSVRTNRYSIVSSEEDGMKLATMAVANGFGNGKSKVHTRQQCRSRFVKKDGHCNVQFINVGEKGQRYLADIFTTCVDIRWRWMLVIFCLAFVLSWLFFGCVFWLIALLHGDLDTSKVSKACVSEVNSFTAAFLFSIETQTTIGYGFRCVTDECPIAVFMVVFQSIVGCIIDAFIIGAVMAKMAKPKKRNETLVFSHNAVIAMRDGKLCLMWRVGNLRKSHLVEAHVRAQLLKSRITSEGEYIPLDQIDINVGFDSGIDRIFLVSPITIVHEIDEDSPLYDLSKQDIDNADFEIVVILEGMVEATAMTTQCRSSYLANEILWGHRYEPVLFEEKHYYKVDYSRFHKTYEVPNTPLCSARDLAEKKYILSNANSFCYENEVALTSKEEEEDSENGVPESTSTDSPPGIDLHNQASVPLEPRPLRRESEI
# STK33 kinase inh = inhibitors of purified STK33 kinase, primary screen, biochemical, ADP-Glo luminescence, homogeneous, cell-free | MBP phosphorylation | inhibition, % at 10 µM | 0.073% of 320,000 active | AID 2661, 2010;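 active = inhibition at or above 25%, using the most active replicate where run in duplicate; inactive = inhibition below 25%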
# Target sequence (Q9BYT3 whole entry, looked up): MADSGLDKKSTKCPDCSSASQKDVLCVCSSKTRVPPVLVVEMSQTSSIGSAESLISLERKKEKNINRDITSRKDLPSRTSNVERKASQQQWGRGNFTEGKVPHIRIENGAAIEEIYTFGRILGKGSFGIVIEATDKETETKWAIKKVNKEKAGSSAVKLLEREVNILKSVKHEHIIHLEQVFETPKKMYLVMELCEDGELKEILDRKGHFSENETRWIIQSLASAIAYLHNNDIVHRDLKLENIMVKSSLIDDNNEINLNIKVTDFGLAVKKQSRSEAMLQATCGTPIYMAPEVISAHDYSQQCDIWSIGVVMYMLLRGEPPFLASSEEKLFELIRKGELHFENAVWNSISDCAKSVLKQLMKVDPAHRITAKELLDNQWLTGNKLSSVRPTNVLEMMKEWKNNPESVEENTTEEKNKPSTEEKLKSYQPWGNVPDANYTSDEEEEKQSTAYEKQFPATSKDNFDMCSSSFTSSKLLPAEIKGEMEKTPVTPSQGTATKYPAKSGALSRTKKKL
# Active calls of the source: *; / = no result given.
molecule	Kir21 inh	STK33 kinase inh
CCCC(=O)NC(c1cccs1)c1cc([N+](=O)[O-])c2cccnc2c1O (stereo not given)	1.4	-3.0
O=C(CSc1ccccc1)N[C@@H](Cc1ccccc1)C(=O)O	1.6	-0.4
CCS(=O)(=O)N1CCCC(C(=O)NCC2CCCO2)C1 (stereo not given)	1.5	-0.3
Cc1occc1C(=O)Nc1c(F)cc(F)cc1Br	-0.44	0.6
Cc1cc(C)n2nc(-c3ccccc3)cc2n1	-1	1.9
CCn1c(SCC(=O)Nc2ccc(F)cc2)nnc1C1CC1	-0.45	-0.9
Cc1cc(C)c2nc(-c3ccccn3)cc(C(=O)N3CCCC3)c2c1	1.5	1.0
O=C(Nc1ncnc2sc3c(c12)CCCCC3)c1ccccc1	0.16	0.5
COc1ccccc1Nc1nnc(SCC(=O)N2CC(=O)Nc3ccccc32)s1	0.6	0.6
COc1ccc(-n2nc(C(=O)NCC(=O)N3CCN(c4ccccn4)CC3)c3ccccc3c2=O)cc1OC	-0.03	-0.2
Cc1cc(-c2ccc(C)c(S(=O)(=O)NCCN3CCC(C)CC3)c2)on1	-1.8	-0.6
Cn1c(-c2ccco2)nc2cc3ccccc3cc21	0.04	-1.5
COc1ccc2cc(CCOC3CCCCO3)ncc2c1 (stereo not given)	/	-1.3
CCOc1ccccc1NC(=S)NC(=O)C1CC1	-1.2	-0.3
COc1ccc(OC)c(S(=O)(=O)N2CCCC(C(=O)NCc3ccncc3)C2)c1 (stereo not given)	-0.46	-0.6
CCOC(=O)C1(CC2CCCCO2)CCN(Cc2cn[nH]c2-c2cccc(F)c2)CC1 (stereo not given)	1.1	1.0
O=C(CCCSc1nc2ccccc2[nH]1)NCc1ccccc1F	1.1	-1.1
COc1ccc(C(=O)Nc2ccccc2C(=O)NCC2CCCO2)cc1 (stereo not given)	0.56	-0.3
Cc1ccc(S(=O)(=O)N2CCCN(C(=O)CNC(=O)c3cccc(C)c3)CC2)cc1	/	0.0
O=c1c2ccccc2nc(CSc2ncnc3nc[nH]c23)n1-c1cccc(C(F)(F)F)c1	-0.17	-0.8
FC(F)(F)c1ccccc1CN1CCC(Cc2ccccc2)CC1	0.57	0.4
COc1cc(Cl)c(S(=O)(=O)N2CCOCC2)cc1Cl	0.28	-0.9
COc1cccc(CNC(=O)CCC2CCCN(C(=O)c3ccoc3)C2)c1 (stereo not given)	0.08	-1.3
COCc1cc(C)nc2sc(C(=O)N3CCCCC3)c(N)c12	0.04	-0.5
CCC(C)N1CCN(C(=O)C2CCN(S(=O)(=O)c3c(C)noc3/C=C/c3ccco3)CC2)CC1 (stereo not given)	-1.1	-0.9
Cc1ccc(N(Cc2cc(=O)[nH]c3ccccc23)C(=O)c2ccco2)cc1	0.29	-1.1
CC(C)n1c(/C=C/[C@@H](O)C[C@@H](O)CC(=O)O)c(-c2ccc(F)cc2)c2ccccc21	-1.2	-1.5
COc1c(C)cc(C(=O)C2CCCN(C(=O)c3csc(C)n3)C2)cc1C (stereo not given)	1.4	-0.1
CNCC(O)COc1ccccc1 (stereo not given)	-0.35	-1.3
CC(C)(C)NC(=O)CN(c1cccc([N+](=O)[O-])c1)S(=O)(=O)c1ccccc1	0.63	-1.3
Cc1ccc2c(c1)C(c1ccc(F)cc1)N(C(=O)c1cc3ccccc3oc1=O)CC(=O)N2 (stereo not given)	-0.11	-1.2
C[C@H](NC(=O)C1CCN(S(=O)(=O)c2ccccc2)CC1)C(=O)NCc1ccc(F)cc1	2.6	-0.9
Cc1ccc(-n2c(=O)[nH]cc(C(=O)Nc3ccc4c(c3)OCCO4)c2=O)cc1C	0.84	-1.7
O=C(OCC(=O)C12CC3CC(CC(C3)C1)C2)c1cccnc1	0.59	-1.4
COC(=O)COc1ccc(S(=O)(=O)NCCC2=CCCCC2)cc1Cl	-1.1	-0.9
Cc1cc(C)cc(NS(=O)(=O)c2ccc(-c3cnc(C4CC4)o3)cc2)c1	3.1	/
O=C1C=C(NCc2ccc(Cl)c(Cl)c2)CC1	1.1	-2.0
O=C(NCCCN1CCOCC1)c1ccc(Br)s1	0.53	0.8
O=S(=O)(CCc1nnc(-c2ccccc2)o1)c1ccc2ccccc2c1	1.6	-2.4
COc1ccc(N(CCOc2ccccc2)S(=O)(=O)c2ccccc2)cc1	/	-1.1
CC(Cc1ccccc1)NC(=O)CC(c1ccccc1)c1ccccc1O (stereo not given)	-1.1	1.2
Cc1ccc(C(=O)N/N=C/c2c[nH]c3ccccc23)o1	0.14	-1.7
CC1=C(C)/C(=N/OC(=O)c2cccc([N+](=O)[O-])c2)C=CC1=O	0.46	0.2
CN(C(=O)c1ccc(C#N)cc1)c1nnc(-c2ccccn2)s1	1.1	/
CC1=NN(S(=O)(=O)c2ccc(C)cc2)C(=O)c2ccccc2O1	-1.3	-0.1
CCOc1ccccc1OCC(=O)Nc1cc2c(cc1C(=O)O)OCCCO2	-0.98	-2.0
CCCCNC(=O)C1CCC(CNS(=O)(=O)c2c(C)cc(C)cc2C)CC1 (stereo not given)	0.9	-0.2
Cc1ccc(Sc2nnc(Cc3ccccc3)c3ccccc23)cc1	-1.2	-0.7
Cc1cc(NC(=O)CCC(=O)N(CC(=O)NC2CCCC2)c2cccc(F)c2)no1	-0.72	-0.6
CC(=O)c1cc(C#N)c(N2CCCC2)nc1C	0.91	0.1

# The list goes on:
molecule	Kir21 inh	STK33 kinase inh
O=C(Nc1cccnc1)c1ccc(CN2CCc3ccccc3C2)cc1	-0.26	-0.3
O=[N+]([O-])c1cccc(S(=O)(=O)c2ccc(N3CCCCC3)c([N+](=O)[O-])c2)c1	0.86	-0.8
C#CCSc1nnc(-c2c[nH]c3ccccc23)n1C	2.1	0.7
CC(=O)Nc1ccc(NC(=O)C(C)OC(=O)c2ccc(S(=O)(=O)N3CCCCC3)cc2)cc1 (stereo not given)	/	-1.9
Cn1c(=O)n(C)c2cc(NC(=O)COc3ccc(F)cc3)ccc21	0.74	-0.6
COc1ccc(OCC(=O)Nc2ccc(C)c(S(=O)(=O)N(C)C)c2)cc1	0.33	5.1
O=C(O)CCC(NS(=O)(=O)c1ccc(-c2ccccc2)cc1)C(=O)O (stereo not given)	-0.06	-2.1
CC1CCN(C(=O)c2ccc(-n3cnnn3)cc2)CC1	1	0.8
COCCCn1c(=O)/c(=C\c2ccc(OC(F)F)c(OC)c2)s/c1=C(/C#N)C(N)=O	1.9	-0.9
Cc1ccc(S(=O)(=O)N2CCOCC2)cc1NC(=O)COc1cccc(-n2cnnn2)c1	/	-2.0
COC(=O)c1ccccc1NC(=S)NC(=O)c1ccc(C)cc1	-0.09	0.3
COc1ccc(NC(=S)N(CCCN2CCOCC2)C(C)c2cc3cccc(OC)c3o2)cc1 (stereo not given)	0.75	-1.1
O=C(CSc1ccc2nnc(-c3ccccc3)n2n1)NCc1ccco1	0.53	0.7
CCOC(=O)C1C(=O)N(O)CC1c1cccc(Oc2ccccc2)c1 (stereo not given)	-2.4	-2.5
COc1ccc(OC)c(S(=O)(=O)N2CCCCCC2)c1	-0.5	-0.3
O=C(COC(=O)c1cc(=O)[nH]c2ccccc12)Nc1nc(-c2ccccc2)cs1	0.19	-1.4
CC(=O)NC(=S)Nc1ccccc1N1CCCCC1	0.66	-1.3
Cc1cc(C)cc(N2CC(C(=O)O)CC2=O)c1 (stereo not given)	0.46	-0.8
CC1CCN(CCCNC(=O)C2CCN(S(=O)(=O)N3CCC4(CC3)OCCO4)CC2)CC1	0.24	-0.5
C[n+]1cc(C(=O)N2CCCCC2)ccc1/C=C/c1c[nH]c2ccccc12	-11	2.0
Cc1cc(OCC(=O)N2CCN(c3ccccn3)CC2)cc(C)c1Br	-1.9	0.4
COc1cccc(CN2CCN(Cc3[nH]c4ccccc4c3C)CC2CCO)c1 (stereo not given)	-0.36	-1.8
CCC(C)C1C(C#N)=C(N)Oc2n[nH]c(C)c21 (stereo not given)	-0.18	0.7
CCOC(=O)c1cn(CC(=O)Nc2ccccc2C(=O)OCC)nn1	-1.3	2.4
COc1ccccc1NC(=O)CSc1ccc2nnc(CCNC(=O)c3ccccc3)n2n1	1.1	3.7

# Compounds from the list above with a COOH group:
molecule	Kir21 inh	STK33 kinase inh
O=C(CSc1ccccc1)N[C@@H](Cc1ccccc1)C(=O)O	1.6	-0.4
CC(C)n1c(/C=C/[C@@H](O)C[C@@H](O)CC(=O)O)c(-c2ccc(F)cc2)c2ccccc21	-1.2	-1.5
CCOc1ccccc1OCC(=O)Nc1cc2c(cc1C(=O)O)OCCCO2	-0.98	-2.0
O=C(O)CCC(NS(=O)(=O)c1ccc(-c2ccccc2)cc1)C(=O)O (stereo not given)	-0.06	-2.1
Cc1cc(C)cc(N2CC(C(=O)O)CC2=O)c1 (stereo not given)	0.46	-0.8

# Among those listed so far, these have a thiophene ring, fused or not:
molecule	Kir21 inh	STK33 kinase inh
CCCC(=O)NC(c1cccs1)c1cc([N+](=O)[O-])c2cccnc2c1O (stereo not given)	1.4	-3.0
O=C(Nc1ncnc2sc3c(c12)CCCCC3)c1ccccc1	0.16	0.5
COCc1cc(C)nc2sc(C(=O)N3CCCCC3)c(N)c12	0.04	-0.5
O=C(NCCCN1CCOCC1)c1ccc(Br)s1	0.53	0.8

# Next part
molecule	Kir21 inh	STK33 kinase inh
Cc1ccc(N2CC(C(=O)OCC(=O)c3c(N)n(CC(C)C)c(=O)n(C)c3=O)CC2=O)cc1 (stereo not given)	0	/
CC(C)C(NC(=O)c1ccccc1)C(=O)NCc1ccccn1 (stereo not given)	-0.86	0.2
COc1ccc(CNCc2ccc(C(F)(F)F)cc2)cc1OC	0.39	-0.8
COc1ccc(-c2cnnc(N/N=C/C(C)=C/c3ccccc3)n2)cc1	0.44	-3.6
O=C(CSc1nc2c(sc3ccccc32)c(=O)n1CCCN1CCOCC1)NC1CCCC1	-0.36	-4.2
COc1cccc(NC(=O)Nc2ccc(Br)cn2)c1	1.7	-1.1
C/C(=N\N=C(/N)SC1CC(=O)N(c2ccccc2)C1=O)c1cccs1 (stereo not given)	0.22	-0.8
Cc1ccccc1OCC(=O)NNC(=O)c1cc(S(=O)(=O)N2CCOCC2)ccc1N1CCCC1	1.9	0.7
Cc1ccc2c(c1)N(CCCC(=O)NCCC1=CCCCC1)C(=O)CO2	-1.9	1.1
CC1CC(CC(C)C(=O)Nc2nncs2)C(=O)O1 (stereo not given)	0.72	0.8
O=C(NN1C(=O)c2cc(Br)ccc2NC1c1ccccc1Cl)c1ccncc1 (stereo not given)	-0.9	-0.9
C(#Cc1ccc(C#CCN2CCCC2)cc1)CN1CCCC1	-1.2	/
COc1cccc(NC(=O)CCC2CCN(C(=O)c3scnc3C)CC2)c1	-0.17	-0.6
COc1ccc(-n2c(Cc3cccn3C)nnc2SCC(=O)N2CCC(C)CC2)cc1	0.16	-0.7
CC1CCN(C(=O)CSc2nnc(CNC(=O)COc3ccc(Cl)cc3)o2)CC1	-0.98	-0.4
CCOC(=O)C1CCCN(C(=O)c2ccc(S(=O)(=O)N3CCCC3)cc2)C1 (stereo not given)	-0.87	/
Cc1nccn1S(=O)(=O)c1cc([N+](=O)[O-])ccc1Cl	1.2	-1.7
CCc1ccc(-n2c(C)cc(/C=N/NC(=O)OC)c2C)cc1	-0.63	-1.7
COC(=O)C1=C(C)NC(C)=C(C(=O)OC)C1c1ccc2ccccc2n1	1.3	-1.1
CCSc1nc2sc3c(c2c(=O)n1-c1ccc(C)cc1)CCN(C)C3	1.1	/
COc1ccc(C(C#N)Nc2ccccc2OC)cc1 (stereo not given)	-1	-1.3
Cc1cc(C)c(S(=O)(=O)NC2CC3CCC2C3)c(C)c1 (stereo not given)	-0.91	-1.0
Cc1csc(SC(C)C(=O)NCC2CCCCC2)n1 (stereo not given)	-2.1	-0.7
CCc1ccccc1NC(=O)CN(C)Cc1c(O)ccc2ccccc12	2.1	0.9
O=C(OCC1OC2C(Oc3nc(=O)ccn32)C1O)c1ccccc1 (stereo not given)	-0.8	-0.5

# (cont.)
# Results follow in this order: Kir21 inh	STK33 kinase inh
O=c1[nH]c2cc3c(cc2cc1C(c1nnnn1CC1CCCO1)N1CCCC1)OCO3 (stereo not given)
  1.2	-1.8
CCOc1cc(-c2nnc(NC(=O)C3=COCCO3)o2)cc(OCC)c1OCC
  1.8	-0.7
Cc1ccc(/C=C2/CCc3c([nH]c4ccccc34)C2=O)cc1
  2.1	-0.8
Nc1cccc(NC(=O)CN2CCOCC2)c1
  0.52	1.0
CC(C(=O)N1CCN(Cc2ccccc2)CC1)c1ccc([N+](=O)[O-])cc1 (stereo not given)
  -0.31	-1.2
Cc1ccc(S(=O)(=O)NCc2ccncc2)cc1C(=O)NCC(C)C
  -0.46	-1.8
CC(C)CC1NC(=O)N(CCCCN2C(=O)c3ccccc3C2=O)C1=O (stereo not given)
  -0.89	1.0
C=CCOc1cccc(C2c3c(oc4ccccc4c3=O)C(=O)N2c2ccccn2)c1 (stereo not given)
  0.36	0.7
COc1cc(Cl)ccc1OCc1cc(C(=O)NC(C)Cc2cccnc2)no1 (stereo not given)
  -0.67	-1.5
O=C(CSc1nnnn1-c1ccc2c(c1)OCO2)NCc1cccs1
  -1.5	-0.3
COc1cc([N+](=O)[O-])ccc1NC(=O)NCc1ccco1
  -1.1	0.6
CCc1ccc(OCC(=O)NC(=S)Nc2ccc(C(C)=O)cc2)c(Br)c1
  2	-2.0
COC(=O)C1(C)NC(c2ccccc2C)C2C(=O)N(c3ccc(F)cc3)C(=O)C21 (stereo not given)
  -1.4	0.0
O=P(O)(O)CP(=O)(O)O
  0.15	/
